aSyn yeast inh = alpha-synuclein toxicity inhibition in yeast; actives 0.14% (n = 370,000); Potency, µM (top dose mostly 46.1 µM), for the others: at the highest dose growth rescue (activation), usual class: activators; Yeast expressing alpha-synuclein, growth rescue, BacTiter-Glo, 24 h; note: potency is the fitted concentration of half-maximal effect; % of control where 0% means no effect; nearly all actives have a fitted effect of over 65% in size
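Galactose-induced alpha-syn yeast (OD600=0.02, raffinose-pregrown) + pinned cpd, 24 hr, 30 deg C; growth by BacTiter-Glo luminescence. Growth restoration scores as activation.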
TDP-43 yeast inh = TDP-43 toxicity inhibition in yeast; actives 1.8% (n = 410,000); AID 652104; Potency, µM (titrated, usually from 46.1 µM), inactives show at the highest dose growth rescue (activation), hits mostly activators; TDP-43 expressing yeast growth rescue, BacTiter-Glo, 24 h; note: potency is the fitted concentration of half-maximal effect; % of control where 0% means no effect; nearly all actives have a fitted effect of over 50% in size
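Galactose-induced TDP-43 yeast, OD600=0.02, compound pinned; 24 hr, 30 deg C; BacTiter-Glo luminescence for growth. Inhibitors of TDP-43 toxicity read as activators.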
HEK293 tox = cytotoxicity counter-screen for GLP-1 receptor inverse agonists; HEK293 cAMP-luciferase reporter cells, luminescence, 24 h; Potency, µM (top dose mostly 38.3 µM), for the others: top-dose activity change, negative = inhibition, hits mostly inhibitors; actives 0.13% (n = 410,000);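 note: loss of luciferase light is scored as toxicity; potency is the fitted concentration of half-maximal effect; % is set by controls: 0 for no effect and ±100 for the full control effect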
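To flag toxic compounds, the library was rerun on cells for 24 hr at 37 deg C and 5% CO2. Viability-linked luminescence was captured 12 min after adding luciferase detection reagent.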
PTHR1 agonist = activates the human parathyroid hormone receptor PTHR1; AID 743266; actives 0.075% (n = 410,000); Q03431; HEK293 GP2 PTHR1 cells, GloSensor cAMP luminescence, 1 h; Potency, µM (highest dose often 115 µM), for the others: top-dose activation, actives largely listed as activators; note: potency is the fitted concentration of half-maximal effect; nearly all actives have a fitted effect of over 55% in size; some results filed as inactive show a strong effect at the top dose; inactives centre near -15; many of its hits are not listed in these tables
Target sequence (Q03431 whole entry, looked up): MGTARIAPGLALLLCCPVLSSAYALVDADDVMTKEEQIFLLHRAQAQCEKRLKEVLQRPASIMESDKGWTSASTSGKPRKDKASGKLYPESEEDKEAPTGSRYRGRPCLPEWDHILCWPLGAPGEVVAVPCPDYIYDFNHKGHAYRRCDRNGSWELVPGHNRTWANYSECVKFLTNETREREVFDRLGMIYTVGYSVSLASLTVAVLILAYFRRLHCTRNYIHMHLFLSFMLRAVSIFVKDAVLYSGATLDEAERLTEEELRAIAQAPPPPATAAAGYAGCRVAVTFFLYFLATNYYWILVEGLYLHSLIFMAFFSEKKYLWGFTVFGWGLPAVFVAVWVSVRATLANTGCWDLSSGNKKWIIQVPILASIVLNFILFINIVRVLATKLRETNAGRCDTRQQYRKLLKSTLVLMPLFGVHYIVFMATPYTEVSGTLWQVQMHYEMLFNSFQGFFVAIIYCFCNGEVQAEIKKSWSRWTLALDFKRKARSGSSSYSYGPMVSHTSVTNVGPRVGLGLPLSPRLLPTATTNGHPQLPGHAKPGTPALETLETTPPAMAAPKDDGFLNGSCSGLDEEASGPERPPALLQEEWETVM
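HEK-293-derived GP2 cells expressing PTHR1 and a GloSensor cAMP reporter, 3,000/well, plated overnight, given luciferin plus IBMX (each 0.5 mM as added) for 1 h at 37 °C, then compound for 1 h at 37 °C. Luminescence was read after 15 min at room temperature.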
KB-V1 MDR tox = kills drug-selected multidrug resistant KB-V1 cells; AID 1347076; actives 3.4% (n = 400,000); KB-V1 MDR cells viability, CellTiter-Glo, 72 h; Potency, µM (doses to about 46.1 µM), for the others: at the top dose activity change, negative = cytotoxicity, actives largely listed as cytotoxic; note: potency is the fitted concentration of half-maximal effect; % is set by controls: 0 for no effect and ±100 for the full control effect; nearly all actives have a fitted effect of over 60% in size
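Cytotoxicity via CellTiter-Glo luminescence after 72 h compound exposure at 37 degrees C. Cells: drug-selected KB-V1 line, DMEM phenol-red free plus 10% FBS. Compounds tested at multiple concentrations; normalized data fitted to concentration-effect curves.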
GLP1R inv ag = GLP-1 receptor (human) inverse agonism; Potency, µM (doses to about 38.3 µM), inactives show at the top dose activity change, negative = inhibition, actives largely listed as inhibitors; AID 624417; HEK293 GLP-1R CRE-luciferase, luminescence, 24 h; GLP-1R form is constitutively active; actives 1.6% (n = 410,000); P43220; note: potency is the fitted concentration of half-maximal effect; % is set by controls: 0 for no effect and ±100 for the full control effect; nearly all actives have a fitted effect of over 55% in size
Target sequence (P43220 whole entry, looked up): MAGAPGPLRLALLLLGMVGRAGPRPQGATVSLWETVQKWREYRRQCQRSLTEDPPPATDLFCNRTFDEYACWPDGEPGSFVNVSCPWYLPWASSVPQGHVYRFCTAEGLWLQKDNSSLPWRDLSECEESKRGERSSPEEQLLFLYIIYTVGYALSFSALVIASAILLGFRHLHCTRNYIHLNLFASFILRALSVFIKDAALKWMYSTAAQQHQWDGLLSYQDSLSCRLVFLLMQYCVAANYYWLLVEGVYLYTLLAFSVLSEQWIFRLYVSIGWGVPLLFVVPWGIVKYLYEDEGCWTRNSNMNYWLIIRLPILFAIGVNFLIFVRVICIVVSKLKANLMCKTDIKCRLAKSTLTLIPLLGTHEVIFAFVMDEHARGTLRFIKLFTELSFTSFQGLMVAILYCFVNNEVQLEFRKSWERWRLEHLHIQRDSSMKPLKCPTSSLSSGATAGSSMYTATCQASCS
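Constitutively active GLP-1R drives a cAMP-responsive luciferase in stably transfected HEK293 cells; test compounds are added after overnight (12 h) attachment and left 24 hr, and signal loss in luminescence marks inhibition.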
DRD3 antagonist = D3 dopamine receptor (human) antagonism | P35462 | D3R cells, DiscoveRx beta-arrestin luminescence, antagonist mode; hits give low values | max response, negative = inhibition, % | actives 2.5% (n = 360,000) | AID 652054; in the data active = max response below about -50%; inconclusive = no clear call, values can overlap the other calls; note: % is set by controls: 0 for no effect and ±100 for the full control effect; mostly tested at two doses, the higher about 12 µM
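Cells plated overnight at 1500 cells/well, then exposed to library compounds with dopamine controls for 90 minutes at 37 degrees C. DiscoveRx reagent added for 30–60 minutes at room temperature; luminescence read, quantitative HTS format.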
D3 ag = activates the human D3 dopamine receptor; P35462; actives 0.58% (n = 410,000); D3R DiscoveRx beta-arrestin cells, luminescence, 90 min; max activation, %; in the data active = max activation above about 30%; note: 0% is about no effect; mostly tested at two doses, the higher about 12 µM
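Cells at 1500/well, incubated overnight, then treated with pinned compounds (dopamine as control) for 90 min at 37 degrees C. DiscoveRx reagent added for 30 - 60 minutes at room temperature; luminescence read.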
GLP-1R agonist = GLP-1 receptor (human) agonism; HEK293 GLP-1R CRE-luciferase, luminescence, 4-6 h; cells express a hypersensitive GLP-1R form; actives 0.007% (n = 380,000); Potency, µM (highest dose often 45.6 µM), for the others: top-dose activation, usual class: activators; note: potency is the fitted concentration of half-maximal effect; % of control where 0% means no effect
* marks the source's active call; other numbers are inactive results; i = inactive; ? = inconclusive; . = not tested or not shown; [ ] = dose if it differs, or a comment. Unless noted, calls come from the whole dose curve; as a rule, active = well fitted curve in the direction sought with a large enough effect; inconclusive = small, poorly fitted or top-dose-only effect, or another doubt; inactive = no such curve, though single readings can be large; an effect the other way counts as inactive or inconclusive. Only part of the results is shown (hit frequency here may not be typical).

SMILES	aSyn yeast inh	TDP-43 yeast inh	HEK293 tox	PTHR1 agonist	KB-V1 MDR tox	GLP1R inv ag	DRD3 antagonist	D3 ag	GLP-1R agonist
CC1CCc2ccc(F)cc2N1S(=O)(=O)c1cccs1 (stereo not given)	8%	11%	-6%	-15%[57.5 µM]	0%	0%	-20	-14	5%
O=c1[nH]c2ccc(S(=O)(=O)N3CCC(Cc4ccccc4)CC3)cc2o1	5%	0%	17%	-10%[57.5 µM]	1%	0%	-5	-5	-17%
COc1ccc(C(=O)N/N=C(\C)c2ccc3c(c2)C2C=CCC2C(c2ccccc2)N3)cc1 (stereo not given)	2%	20%	3%	i	-14%	13%	19	-14	5%
O=C(COC(=O)c1cc(S(=O)(=O)N2CCOCC2)ccc1Cl)NC1CC1	-10%	8%	1%	-11%	0%	0%	-4	-2	-1%
CCc1nnc(NC(=O)CSc2nc(N)c(NC(=O)c3ccc(OC)cc3)c(=O)[nH]2)s1	2%	6%	-18%	i	3%	-20%	7	6	-4%
Cc1ccc(OCC(=O)Nc2ccc3oc(=O)ccc3c2)c(C)c1	-10%	?	7%	-57%[inhibitor]	?	?	-15	-4	15%
Cc1cc(C)cc(-n2c(C)nc3cc(C(=O)NCc4ccc(F)cc4)ccc32)c1	.	.	-3%	i	-1%	?	.	-1	.
O=C(Nc1ncc2c(n1)CC(c1ccccc1)CC2=O)c1ccco1 (stereo not given)	1%	3%	-11%	i	1%	2%	13	-9	23%
COc1ccc(S(=O)(=O)N(CCN2CCOCC2)Cc2cc(OC)ccc2OC)cc1	5%	26%	-5%	i	2%	1%	-27	0	-2%
CN(CC(=O)Nc1ccccc1Br)C(=O)c1ccc2c(=O)n3c(nc2c1)CCC3	-5%	2%	-24%	i	-17%	-4%	-1	3	-6%
COc1cc(C(=O)Nc2cccc(NC(=O)c3cccs3)c2)cc(OC)c1OC	1%	1%	-1%	-7%	0%	-5%	-2	10	-5%
Cc1coc2c1c(C)cc1oc(=O)c(CC(=O)N[C@H](C(=O)O)C(C)C)c(C)c12	1%	-5%	-3%	-6%	0%	21%	-4	-2	6%
CCCCC(=O)Nc1ccc(C(=O)NN2C(=O)c3ccccc3C2=O)cc1	5%	-17%	-7%	i	11%	-3%	-8	-10	-9%
CSc1ccc(CCNC(=O)c2csc3c2CCCCC3)cc1	.	28%	-4%	i	0%	?	.	-3	.
COc1ccc(NC(=S)NCCCN2CCCC2=O)c(OC)c1	-3%	-14%	5%	-16%	-1%	20%	-4	-8	6%

Three of the compounds above, field by field:
> CCc1nnc(NC(=O)CSc2nc(N)c(NC(=O)c3ccc(OC)cc3)c(=O)[nH]2)s1
  aSyn yeast inh: 2% | TDP-43 yeast inh: 6% | HEK293 tox: -18% | PTHR1 agonist: i | KB-V1 MDR tox: 3% | GLP1R inv ag: -20% | DRD3 antagonist: 7 | D3 ag: 6 | GLP-1R agonist: -4%
> Cc1ccc(OCC(=O)Nc2ccc3oc(=O)ccc3c2)c(C)c1
  aSyn yeast inh: -10% | TDP-43 yeast inh: ? | HEK293 tox: 7% | PTHR1 agonist: -57%[inhibitor] | KB-V1 MDR tox: ? | GLP1R inv ag: ? | DRD3 antagonist: -15 | D3 ag: -4 | GLP-1R agonist: 15%
> Cc1cc(C)cc(-n2c(C)nc3cc(C(=O)NCc4ccc(F)cc4)ccc32)c1
  aSyn yeast inh: . | TDP-43 yeast inh: . | HEK293 tox: -3% | PTHR1 agonist: i | KB-V1 MDR tox: -1% | GLP1R inv ag: ? | DRD3 antagonist: . | D3 ag: -1 | GLP-1R agonist: .

(cont.)
SMILES	aSyn yeast inh	TDP-43 yeast inh	HEK293 tox	PTHR1 agonist	KB-V1 MDR tox	GLP1R inv ag	DRD3 antagonist	D3 ag	GLP-1R agonist
CC(NCC(O)COc1ccccc1)C1COc2ccccc2O1 (stereo not given)	1%	6%	-8%	i	-6%	?	-85*	-4	30%
CCN1C(=O)[C@H]2[C@@H](c3ccc(-c4ccc5c(c4)OCO5)c(OC)c3)N[C@@](C)(C(=O)OC)[C@H]2C1=O	3%	-2%	1%	-13%	10%	5%	15	21	14%
CCOC(=O)c1nn(-c2ccccc2)c(=O)cc1OCC(=O)Nc1ccccc1OCC	8%	21%	-1%	-18%	14%	8%	26	0	-4%
Cc1c(-c2cc(Br)ccc2O)nc2cc3c(cc2c1C)OCO3	0%	-2%	-15%	i	0%	-19%	10	6	-7%
C[C@H](CO)N1C[C@H](C)[C@@H](CN(C)Cc2ccc3c(c2)OCO3)Oc2c(NS(=O)(=O)c3cn(C)cn3)cccc2C1=O	-1%	10%	1%	i	-1%	9%	18	20	1%
O=C(c1ccc(N2C(=O)CCC2=O)cc1)N1CCCSC1=Nc1ccccc1	4%	13%	-23%	-8%	-1%	5%	13	5	13%
O=C(NCc1ccccc1)c1cnsn1	-10%	-5%	-11%	-22%[57.5 µM]	6%	3%	-10	13	2%
COc1cc(/C=N/N=C/c2cc(OC)c(O)c(OC)c2)cc(OC)c1O	-5%	-22%	9%	i	4%	19%	-25	-2	-2%
Cc1ccc(N(Cc2cccs2)C(=O)c2ccccc2)cc1	.	?	-12%	i	5%	?	.	3	.
Cc1ccc(CN(C)C2CCN(C)CC2)cc1	7%	16%	-11%	i	9%	-21%	12	4	-1%
CCOc1cccc(C(=O)NNC(=O)CCC(=O)O)c1	-4%	11%	3%	i	17%	12%	11	8	-8%
CC(=O)c1sc(N/N=C/c2cccc(O)c2)nc1C	-1%	13%	3%	-28%	14%	21%	-18	-7	18%
COc1cccc(NS(=O)(=O)c2ccc3[nH]cc(C(=O)NCCc4ccccc4)c(=O)c3c2)c1	.	5%	4%	-20%	2%	4%	.	-2	-1%
O/N=C1\CCc2cc(Cl)ccc21	2%	18%	0%	i	-17%	4%	-11	1	0%
COc1ccc(C(=O)COC(=O)c2ccc(NC(=O)c3ccccc3)cc2)cc1	2%	-4%	-5%	i	15µM*	-13%	27	5	-7%
CC1CCC2C(C1)c1sc(=O)[nH]c1SC2(C)C (stereo not given)	0%	-7%	-4%	i	18µM*	?	10	9	6%
CCCC(=O)N1CCN(c2ccc(NC(=O)c3ccc(OCC)c([N+](=O)[O-])c3)cc2)CC1	-10%	19%	4%	-13%	12µM*	12%	10	2	21%
COc1cc(CN2CCC(C(=O)NC(c3ccc(F)cc3)c3ncccc3C)CC2)cc(OC)c1 (stereo not given)	-8%	26%	-6%	-20%	-7%	?	0	-20	5%
Cc1ccc(NS(=O)(=O)c2cccc(C(=O)NCC3(N(C)C)CCCCC3)c2)cc1	0%	24%	-16%	-49%[inhibitor]	-16%	?	-9	-10	-2%
CC(C)[C@H](NC(=O)C1CCN(S(=O)(=O)c2ccccc2)CC1)C(=O)NCc1ccccn1	1%	-8%	-4%	-7%	28%	7%	-2	2	-3%
Cc1nc2ccc(Cl)cc2nc1C	-6%	2%	0%	i	29%	12%	6	10	-11%
Cc1cc(C)n(C(C)CC(=O)Nc2ccc3c(c2)OCCO3)n1 (stereo not given)	2%	18%	1%	i	?	-22%	-3	-1	4%
CCOC(=O)c1ccc(CNCc2ccccc2)cc1	-20%	-5%	-4%	-19%	?	9%	?	-13	4%
CN1CCN(C(=O)CN2C(=O)CC(C)(C)S(=O)(=O)c3ccccc32)CC1	1%	-12%	-8%	i	3%	0%	6	1	-5%
O=C1c2cccc(OCC(=O)N3N=C(c4cccs4)CC3c3ccc(F)cc3)c2CCN1Cc1cccnc1 (stereo not given)	10%	7%	-28%	-20%	21µM*	?	?	-8	6%
N=C1C=CC=C2C1=NC1(CCCCC1)N2O	-8%	-6%	?	-14%[57.5 µM]	14%	-5%	-27	-18	-6%
O=S(=O)(NCCOc1ccccc1F)c1cccc(Br)c1	9%	13µM*	3%	-8%	?	?	?	-8	6%
O=C(COC(=O)c1c(F)cccc1F)Nc1ccccc1OC(F)F	-1%	?	-4%	17%	-7%	6%	4	-4	12%
COc1ccc(C(=O)NC(=S)NCc2ccc(-c3nc4ccccc4o3)cc2)cc1OC	-5%	-14%	-5%	6%[57.5 µM]	-23%	0%	-8	12	5%
CCOc1ccc(C(=O)Nc2cccc(-c3nc4cccnc4s3)c2C)cc1OCC	.	3%	-3%	i	.	2%	.	-10	.
NC(=O)c1nn(-c2cccc(Cl)c2)c(=O)cc1O	5%	-7%	13%	-1%[57.5 µM]	0%	19%	6	2	8%
CC(C)NC(=O)N(C)C[C@H]1Oc2ccc(NS(=O)(=O)c3ccc(Cl)cc3)cc2CC(=O)N([C@@H](C)CO)C[C@@H]1C	-3%	-10%	8%	-17%	-6%	19%	-2	-10	-2%
CC(C)(C)NC(=O)NC(=O)CSc1ncn[nH]1	0%	-14%	6%	29%	0%	12%	-9	-4	1%
O=C(NCc1cc(Br)cc(Br)c1OC(=O)c1ccccc1[N+](=O)[O-])c1ccccc1	1%	9%	-1%[1.53 µM]	-20%	?	?	13	3	0%
CC(C)C[C@H]1CN([C@@H](Cc2ccccc2)CN2CCC[C@@H]2CN2C(=O)C(=O)NC[C@@H]2Cc2ccc(O)cc2)C(=O)C(=O)N1CC1CCCCC1	6%	12%	5%	?	-11%	4%	27	6	0%
CN(C(=O)C1CCOC1)c1nnc(-c2ccncc2)s1 (stereo not given)	1%	-1%	-6%	25%	0%	7%	-4	-2	31%
OC(c1ccccc1)c1nc(/C=C/c2ccccc2)cs1 (stereo not given)	25%	14µM*	3%	-7%	6%	3%	38	6	0%
CCOC(=O)C1=CNS(=O)(=O)NC1c1ccc(C(=O)OC)cc1 (stereo not given)	-2%	-2%	0%	-15%	5%	3%	-6	-17	6%
[O-]c1n[n+](-c2ccc(Cl)cc2)cc2ccccc12	-1%	-7%	-3%	-4%	5%	13%	5	3	6%
COc1cccc(CNC(=O)CCC2CCCN(C(=O)c3cc(C4CC4)[nH]n3)C2)c1 (stereo not given)	2%	-18%	4%	-12%	-30%	-3%	0	-12	0%

From PubChem
